MITF act: activators of MITF-driven TRPM1 promoter activity in SK-MEL-5 cells | 300,000 compounds, 0.75% hits | activation, % at 12.5 µM | AID 588334 | SK-MEL-5 TRPM1-promoter luciferase, 24 h; % of positive control, neutral wells = 0;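 active = mean activation of at least 80% with every replicate also reaching 80%; inconclusive = mean reaches 80% but some replicate falls short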;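 note: 0% = neutral control wells and 100% = parthenolide positive control wells; values of inactives mirror those of a sister screen read the other way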
dFosB activator: activators of mouse delta FosB homodimer; purified delta FosB, TAMRA-CDK5 oligo fluorescence polarization; percent of positive-control signal above neutral wells; activation, % at 25 µM; 340,000 compounds, 0.99% hits;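 active = mean activation above about 17%, with every replicate also reaching it, limit read from the data, passing the limit was not always enough; inconclusive = only one of the two conditions met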;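 note: fluorescence polarization rise as delta FosB binds a TAMRA Cdk5 AP-1 oligo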
V-ATPase pHluor: yeast V-ATPase proton transport regulation by pHLuorin | S. cerevisiae, pHLuorin cytosolic pH fluorescence | AID 504577 | 350,000 compounds, 0.37% hits | response, % at 10 µM; in the data active = response mostly above about 7.3%, no sharp cut-off; inactive = mostly below about 5.4%; note: actives read high; inactives centre near 0; some compounds called inactive have numbers as strong as hits; reference of the scale not given here
CAL PDZ FP-1: CAL PDZ (human) peptide binding inhibition. purified CAL PDZ, TMR-peptide fluorescence polarization, 1 h. Q9HD26. 300,000 compounds, 0.92% hits. AID 602252. inhibition, % at 24.9 µM;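 active = mean inhibition of at least 30% with at least half of replicates also reaching 30%; inconclusive = no clear call, values can overlap the other calls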;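 note: 0% = DMSO neutral control and 100% = excess unlabeled competitor peptide PRC23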
Tat export inh: inhibitors of E. coli Tat protein transport | 340,000 compounds, 0.036% hits | inhibition, % at 10 µM | E. coli MC4100 TorA-mCherry Tat export, fluorescence;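 active = mean replicate inhibition at least 50% and at least half of replicates individually reaching 50%; inconclusive = only one of the two criteria met; inactive = neither criterion met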;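 note: exported cargo escapes ClpAP degradation while cytoplasmic cargo is degraded and loses fluorescence; 0% = median of neutral control wells and 100% = median of NaSCN control wells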
CDK5 p35 inh: blocks human CDK5/p35 kinase activity | AID 488839 | Recombinant CDK5/p35, ADP-Glo luminescence, 60 min | 330,000 compounds, 0.01% hits | inhibition, % at 10 µM;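 active = highest replicate inhibition of at least 50% and at least 75% of replicates reaching 50%; inconclusive = only one of the two criteria met; inactive = both criteria failed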;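 note: plate controls were DMSO neutral control for no effect and GW8510 at 10 µM for full effect; many of its hits are not listed in these tables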
Target sequence (Q00535 whole entry, looked up): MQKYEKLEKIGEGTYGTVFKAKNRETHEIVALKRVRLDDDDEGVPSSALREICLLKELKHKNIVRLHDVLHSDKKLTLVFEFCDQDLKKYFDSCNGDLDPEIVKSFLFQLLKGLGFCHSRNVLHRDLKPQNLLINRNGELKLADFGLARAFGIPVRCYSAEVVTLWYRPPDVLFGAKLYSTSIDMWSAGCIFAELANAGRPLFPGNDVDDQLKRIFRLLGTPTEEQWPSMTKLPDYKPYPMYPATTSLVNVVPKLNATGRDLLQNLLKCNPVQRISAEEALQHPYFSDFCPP
Target sequence (Q15078 whole entry, looked up): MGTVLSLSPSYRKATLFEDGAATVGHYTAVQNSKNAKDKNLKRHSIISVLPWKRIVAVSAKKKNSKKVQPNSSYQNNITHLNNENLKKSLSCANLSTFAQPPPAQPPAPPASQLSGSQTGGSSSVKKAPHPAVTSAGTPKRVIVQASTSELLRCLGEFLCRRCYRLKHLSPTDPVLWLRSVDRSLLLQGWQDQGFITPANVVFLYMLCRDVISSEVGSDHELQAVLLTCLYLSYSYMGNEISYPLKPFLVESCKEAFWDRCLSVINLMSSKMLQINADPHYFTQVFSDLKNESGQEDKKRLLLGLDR
CAL PDZ FP-2: inhibitors of human CAL PDZ peptide binding | purified CAL PDZ, TMR-peptide fluorescence polarization, 1 h | inhibition, % at 20 µM | 330,000 compounds, 0.02% hits | AID 504414;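 active = highest replicate inhibition of at least 40%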;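 note: plate controls were DMSO neutral control wells for no effect and unlabeled competitor peptide control wells for full effect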
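Assay system – tagged CAL PDZ protein CerCALP, purified · Timing – 1 h at RT · Compound – single point, 20 µM · Measured by – fluorescence polarization from S- and P-plane intensities, G-factor corrected · Evaluation – inhibition from polarization loss · Probe or stimulus – TMR reporter peptide T*-PRC34 · Buffer or medium – pH 7.4 phosphate-saline buffer, reducing agent, detergent, IgG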
cardiac RTF act: cardiac RTF calcium sensitization | 340,000 compounds, 0.24% hits | IANBD-labeled TnC RTF fluorescence at EC20 calcium; 0% EC20 calcium, 100% full calcium | activation, % at 7.2 µM;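 active = activation above the mean over all tested compounds plus 3 SD, cut at about 30% in these data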;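 note: rise in fluorescence read as greater calcium sensitivity of cardiac thin filaments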
Wnt bcat act: activators of Wnt/beta-catenin signaling | activation, % at 9.35 µM | 300,000 compounds, 1.2% hits | Wnt/beta-catenin reporter cell assay, activator, plate reader | AID 743398; in the data active = activation above about 30%, passing the limit was not always enough; inconclusive = no clear call, values can overlap the other calls;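 note: 0% = neutral control wells and 100% = positive control wells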
Rtt109 Vps75: C. albicans Rtt109 histone acetyltransferase inhibition. Q5AAJ8. purified Rtt109/Vps75, ThioGlo CoA-SH fluorescence, 4 h. inhibition, % at 34.9 µM. 330,000 compounds, 0.16% hits;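 active = inhibition of at least 50% in every replicate; inconclusive = best replicate reaches 50% inhibition but some replicates fall short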
Target sequence (Q5AAJ8 whole entry, looked up): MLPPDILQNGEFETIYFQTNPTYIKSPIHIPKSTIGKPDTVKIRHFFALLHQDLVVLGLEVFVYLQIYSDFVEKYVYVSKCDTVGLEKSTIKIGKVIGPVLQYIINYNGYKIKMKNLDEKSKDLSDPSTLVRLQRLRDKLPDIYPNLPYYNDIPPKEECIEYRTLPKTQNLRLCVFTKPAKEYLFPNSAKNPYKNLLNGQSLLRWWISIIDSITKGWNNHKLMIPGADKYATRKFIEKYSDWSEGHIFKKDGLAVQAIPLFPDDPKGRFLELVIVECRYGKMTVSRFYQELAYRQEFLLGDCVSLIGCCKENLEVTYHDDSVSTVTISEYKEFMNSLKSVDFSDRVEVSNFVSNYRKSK
* = called active by the depositor; u = inconclusive; x = not tested or not shown.

SMILES	MITF act	dFosB activator	V-ATPase pHluor	CAL PDZ FP-1	Tat export inh	CDK5 p35 inh	CAL PDZ FP-2	cardiac RTF act	Wnt bcat act	Rtt109 Vps75
CC1(C)OC(c2ccccc2)=C/C(=C/C=C2C(=O)c3ccccc3C2=O)O1	-9	-3	0	-5	-13	6.9	-2.0	3	0	3
Nc1cc(Cl)ccc1C(=O)OCC(=O)NC1CCS(=O)(=O)C1 (stereo unspecified)	2	-4	-1	-1	-1	-3.2	0.8	3	x	-6
COc1ccc(OC)c(/C=C/C(=O)N(C)CC(=O)Nc2cc(C)ccc2C)c1	1	-5	2	-2	-7	x	-1.8	-5	x	-16
COc1ccccc1NC(=O)Cn1c(=O)oc2cc(S(=O)(=O)N3CCCC3)ccc21	-3	0	7	x	-2	-1.0	-0.7	5	-1	4
CC(C)c1ccc(N(CC(=O)NN=C2CCN(C)CC2)S(=O)(=O)c2ccccc2)cc1	6	-4	1	-2	7	-1.1	0.7	3	-1	0
CCOc1c2ccc(C(=O)NC3CCCc4ccccc43)cc2nn1CC (stereo unspecified)	-2	2	5	1	5	1.3	0.2	-1	12	-3
N#Cc1c(N)nc2c(c1-c1ccco1)CCCCC2	1	2	2	x	-1	0.9	-0.7	0	x	0
O=C(CSC1=NCCS1)Nc1cccc2ccccc12	-7	4	4	-3	8	2.7	0.0	2	-4	7
Cc1ccc(SCC(=O)NN=C2CCN(C)CC2)cc1	0	-2	-3	-1	8	0.9	-0.3	1	-1	4
Cc1ccc(-c2cc(-c3ccc(F)cc3)nc(N)c2C#N)o1	-9	-26	-7	-4	-6	-0.4	-1.5	0	x	-10
Cc1ccc2c(c1)CCCN2CC(=O)Nc1cccc(S(=O)(=O)N2CCCC2)c1	-15	-4	3	3	-4	0.8	0.0	1	-4	7
O=c1oc2cc(S(=O)(=O)NCCCO)ccc2c2ccc(S(=O)(=O)NCCCO)cc12	0	0	0	2	7	-0.3	0.4	2	-3	-11
O=C(CN(C(=O)c1ccc(Cl)cc1)N1C(=O)C2CCCCC2C1=O)c1ccc(Cl)cc1 (stereo unspecified)	4	10	-2	x	7	1.6	-0.5	10	x	-10
CCOc1ccc(C(=O)C[n+]2cccc3cc(C)ccc32)cc1	-5	-5	-1	5	-8	0.5	-1.2	9	-2	-2
COc1ccccc1-n1c(SCC(=O)Nc2cccc(S(N)(=O)=O)c2)nc2ccccc2c1=O	-16	-20	-1	1	-4	-0.9	-1.7	2	-1	12
Cc1oc2ncnc(N)c2c1C	1	2	0	-3	6	2.4	0.4	-3	x	9
Cc1ccccc1OCC(=O)Nc1nnc(-c2ccncc2)s1	-9	-16	1	5	u	-0.2	-1.8	4	-1	-2
CCOC(=O)N1CCN(C(=O)/C(=C\c2cccs2)NC(=O)c2cccs2)CC1	-9	-11	3	4	-10	0.5	-0.9	-2	0	10
CCOc1ccc(N(CC(=O)Nc2cccnc2)S(=O)(=O)c2ccc(C)cc2)cc1	-3	-6	8	-5	11	1.0	-0.9	-6	0	-1
CCOCCCNS(=O)(=O)c1ccc(NC(=O)c2ccc(OC)c([N+](=O)[O-])c2)cc1	-4	-1	-11	6	2	-3.3	x	17	-2	0
CCc1ccc(NC(=O)[C@H](C)NC(=O)C2CCN(C(=O)[C@@H](N)C(C)C)CC2)cc1	-4	2	1	0	4	1.3	-1.2	-2	3	-6
CCCCOC(=O)C1=C(C)NC(=O)NC1c1ccc2c(c1)OCO2 (stereo unspecified)	x	4	1	-9	u	0.2	-0.4	2	-1	-9
O=C(Cn1cnc2ccccc2c1=O)NCc1ccc2c(c1)OCO2	11	4	3	-2	-8	-0.2	-0.7	0	x	-14
O=C(c1ccc(F)cc1)n1cc(C(=S)N2CCOCC2)c2ccccc21	5	2	4	-3	3	0.5	0.2	0	-1	-2
O=C(Nc1cccc(S(=O)(=O)N2CCOCC2)c1)C1CCCCN1S(=O)(=O)c1ccccc1 (stereo unspecified)	0	-10	-1	x	-1	-1.6	0.3	-10	-1	6

Record cards, as listed above. Values in the order: MITF act | dFosB activator | V-ATPase pHluor | CAL PDZ FP-1 | Tat export inh | CDK5 p35 inh | CAL PDZ FP-2 | cardiac RTF act | Wnt bcat act | Rtt109 Vps75
`CCOc1ccc(N(CC(=O)Nc2cccnc2)S(=O)(=O)c2ccc(C)cc2)cc1` is entered as -3 | -6 | 8 | -5 | 11 | 1.0 | -0.9 | -6 | 0 | -1
`O=c1oc2cc(S(=O)(=O)NCCCO)ccc2c2ccc(S(=O)(=O)NCCCO)cc12` is entered as 0 | 0 | 0 | 2 | 7 | -0.3 | 0.4 | 2 | -3 | -11
`Cc1ccc(-c2cc(-c3ccc(F)cc3)nc(N)c2C#N)o1` is entered as -9 | -26 | -7 | -4 | -6 | -0.4 | -1.5 | 0 | x | -10
`CC1(C)OC(c2ccccc2)=C/C(=C/C=C2C(=O)c3ccccc3C2=O)O1` is entered as -9 | -3 | 0 | -5 | -13 | 6.9 | -2.0 | 3 | 0 | 3
`Cc1ccc(SCC(=O)NN=C2CCN(C)CC2)cc1` is entered as 0 | -2 | -3 | -1 | 8 | 0.9 | -0.3 | 1 | -1 | 4

Copied from the list.
COc1ccc(OC)c(/C=C/C(=O)N(C)CC(=O)Nc2cc(C)ccc2C)c1 in dFosB activator shows -5
CCc1ccc(NC(=O)[C@H](C)NC(=O)C2CCN(C(=O)[C@@H](N)C(C)C)CC2)cc1 in Tat export inh shows 4

Following part:
SMILES	MITF act	dFosB activator	V-ATPase pHluor	CAL PDZ FP-1	Tat export inh	CDK5 p35 inh	CAL PDZ FP-2	cardiac RTF act	Wnt bcat act	Rtt109 Vps75
COc1ccc(OC)c(NC(=O)NCc2ccc(F)cc2)c1	x	0	-1	-1	-2	-0.1	-1.5	-3	-6	x
Cc1ccc(NC(=O)c2ncn(CCCN3CCN(c4ccccn4)CC3)n2)cc1C	-15	-9	13*	-1	-1	0.1	-3.6	-2	-1	1
COc1ccc(-c2csc(NCc3ccco3)n2)cc1C	u	6	2	-1	-5	1.0	-0.6	-5	x	-2
CCN(CC)c1ccc([N+](=O)[O-])cc1C(=O)N1CCOCC1	-7	6	-2	0	-10	0.8	0.5	5	x	-3
COc1ccc(N(C(=O)c2cccnc2)S(=O)(=O)c2cccc([N+](=O)[O-])c2)cc1	0	4	-2	3	-4	-7.6	0.1	-2	0	1
Cc1nc2nc[nH]c2cc1Br	3	-1	-2	-6	4	0.4	-1.2	-2	0	5
O=C(c1cc(S(=O)(=O)Nc2ccccc2F)c(Cl)cc1Cl)N1CCN(CCO)CC1	13	-6	-5	5	-4	3.7	0.3	-4	-4	9
CSc1ccccc1OCc1cc(C(=O)N2CCc3c(Cl)cccc3C2)no1	-10	-6	-3	-3	-1	x	-2.2	-1	0	15
COc1ccc(C(=O)C2CCCN(S(=O)(=O)N(C)C)C2)c(C)c1 (stereo unspecified)	-2	8	0	-4	1	-1.7	x	-3	0	-12
CNc1c([N+](=O)[O-])cnn1-c1ccc(Cl)cc1	x	-3	-5	-6	-1	2.5	-1.0	6	x	6
COc1cccc(-n2nnnc2SCC(=O)NCCc2ccccc2)c1	10	0	-2	-5	-3	-0.7	-0.8	2	x	-4
O=C1CCCC/C1=C/Nc1ccc(S(=O)(=O)Nc2ncccn2)cc1	11	0	-3	-2	4	-1.2	0.6	6	x	2
O=C(O)c1cccc(-c2ccc(/C=C3/SC(=Nc4ccccc4)N(Cc4cccnc4)C3=O)o2)c1	6	-15	2	-4	-7	0.3	x	-2	1	0
COc1cccc(OC)c1NC(=O)Cc1nn(C)c(=O)c2ccccc12	-12	-1	1	-7	2	2.7	0.5	1	x	-2
CCCCNC(=O)C(C)N(CCN(C)C)C(=O)CCCN1C(=O)NC(c2ccc([N+](=O)[O-])cc2)C(C(=O)OCc2ccccc2)=C1C (stereo unspecified)	-16	-6	5	-2	10	-0.4	-1.2	2	x	4
COCC(=O)NCc1ccc2c(c1)OCO2	10	-4	3	-4	-3	-0.4	-0.5	0	4	8
COC(=O)c1[nH]c2cccc(OC)c2c1NC(=O)CCN1CCSCC1	x	-1	-3	-5	4	0.6	0.3	0	1	-2
CC1CCCCN1C(=O)c1ccc(COc2ccc([N+](=O)[O-])cc2)o1 (stereo unspecified)	-1	0	0	-5	1	0.8	-0.8	3	3	2
O=C(Cn1nc(-c2ccccc2)ccc1=O)NCCN1CCN(Cc2ccccc2)CC1	-6	0	2	-6	4	-1.9	0.5	-6	2	8
CC(CC(F)(F)F)N1CCC(n2nccc2NC(=O)CCOc2ccccc2)CC1 (stereo unspecified)	24	-6	1	-3	3	x	-1.7	2	-3	5
COc1ccc(CCN2CC(C(=O)N3CCSCC3)CCC2=O)cc1 (stereo unspecified)	4	-16	2	-1	2	0.3	-4.7	3	1	-8
O=C(CCc1nnc(C2CCCCC2)o1)N1CCCCC1CCn1cccn1 (stereo unspecified)	6	-3	0	6	-7	0.9	-0.8	0	0	9
Cc1ccc(O)c(-c2cc(C(=O)Nc3c(C)n(C)n(-c4ccccc4)c3=O)[nH]n2)c1	4	0	-2	-3	8	-0.4	-2.8	-2	-3	8
CC(=O)Nc1ccccc1C(=O)C(=O)Nc1ccc(Cl)cc1	16	4	-1	3	5	1.4	-5.1	3	0	-10
Cc1cc(Br)ccc1NC(=O)c1sc2ncnc(N3CCN(c4ccccn4)CC3)c2c1C	-2	-2	-4	-7	4	-3.6	-3.1	1	-2	-5
CCn1c(SCc2cccc(F)c2)nnc1-c1cccnc1	12	-4	2	-1	-4	-2.7	-1.6	8	x	-6

Compound activity as filed in PubChem.
